E-selectin induc = E-selectin induction on HUVECs; P16581; HUVEC E-selectin immunofluorescence imaging; normalized: neutral wells 0, TNF-alpha wells 100; activation, % at 7.58 µM; 260,000 compounds, 0.37% hits;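 active = mean E-selectin-positive cell signal at least 10% of the positive control, reached in at least 60% of replicates, without over 20% cell loss; inconclusive = no rule given, readout overlaps actives, possibly toxicity-flagged; inactive = the rest, including those meeting only one limit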;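 note: in these data hits start at about 27%; measured in HUVEC primary endothelial cells; signal is the percent of cells scored E-selectin positive by PE staining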
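assay system = HUVEC, human umbilical vein endothelial cells | input = 3,000 HUVEC seeded per well | medium = EGM-2 growth medium on 0.1% gelatin-coated wells | dosing = one compound dose added by pin transfer | signal = immunofluorescence imaging | read-out basis = % PE-positive cells | control set = TNF-alpha, DMSO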
esBAF inh = SWI/SNF esBAF complex inhibition | mouse ES cells, Bmi1-luciferase knock-in reporter, 24 h; 100% = twice the neutral-well signal | reporter increase, % at 12.5 µM | 350,000 compounds, 2% hits | AID 602393; in the data active = activation above about 40%; inconclusive = no clear call, values can overlap the other calls;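 note: 0% = median of the plate's neutral control wells and 100% = double that signal; a rise in the Bmi1 reporter signal indicates esBAF inhibition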
RAD52 inh = blocks human RAD52 DNA annealing | inhibition, % at 18.7 µM | recombinant RAD52 DNA annealing, FRET fluorescence | AID 651710 | 360,000 compounds, 0.46% hits | P43351;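 active = every replicate showing at least 50% inhibition; inconclusive = mean inhibition at least 50% but not in every replicate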
ERp5 inh = ERp5 (human) disulfide isomerase inhibition; AID 651711; 350,000 compounds, 0.05% hits; inhibition, % at 9.99 µM; ERp5 insulin aggregation, absorbance 650 nm, 90 min;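 active = mean replicate inhibition above about 25%, with every replicate also reaching it, limit read from the data, passing the limit was not always enough; inconclusive = only one of those two criteria met; inactive = neither criterion met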
Target sequence (Q15084 whole entry, looked up): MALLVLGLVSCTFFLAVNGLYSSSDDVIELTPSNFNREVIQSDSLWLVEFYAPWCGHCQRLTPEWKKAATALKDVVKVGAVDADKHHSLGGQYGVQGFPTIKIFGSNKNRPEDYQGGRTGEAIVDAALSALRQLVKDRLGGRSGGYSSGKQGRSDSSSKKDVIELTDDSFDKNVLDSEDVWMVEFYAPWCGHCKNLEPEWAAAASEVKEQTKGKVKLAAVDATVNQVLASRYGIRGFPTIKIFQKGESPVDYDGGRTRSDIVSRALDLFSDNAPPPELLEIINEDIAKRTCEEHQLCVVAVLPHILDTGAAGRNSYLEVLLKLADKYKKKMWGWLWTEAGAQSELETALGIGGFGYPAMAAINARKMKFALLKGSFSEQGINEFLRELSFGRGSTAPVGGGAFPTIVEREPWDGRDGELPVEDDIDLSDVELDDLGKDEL
RAD54 inh = blocks human RAD54 Holliday junction branch migration. Q92698. FAM/BHQ fluorescence. inhibition, % at 10.4 µM. 360,000 compounds, 0.14% hits. AID 602329;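 active = mean normalized replicate activity at least 40 and at least half of replicates scoring 40 or more; inconclusive = only one of the two criteria met; inactive = mean below 40 and under half of replicates reaching 40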;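 note: 0% = median of neutral control wells and 100% = median of positive control wells; inhibitors cause a drop in the FAM fluorescence signal; in these data hits start at about 50%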
ARNT TACC3 PPI = disruptors of human ARNT/TACC3 interaction; inhibition, % at 9.99 µM; AlphaScreen His-ARNT PAS-B/GST-TACC3 binding, luminescence; TACC3 fragment carries E629A point mutation; AID 623870; 390,000 compounds, 0.66% hits;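 active = mean inhibition of replicates at least 50% and at least half of replicates each reaching 50%; inconclusive = half or more replicates reach 50% but mean below 50%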;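 note: 0% = complete ARNT plus TACC3 wells and 100% = ARNT alone without TACC3; many hits fall short of the cut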
PglD inh = blocks C. jejuni PglD acetyltransferase activity; purified PglD enzyme, DTNB colorimetric CoA detection; AID 602405; inhibition, % at 12.5 µM; 360,000 compounds, 0.098% hits; in the data active = inhibition above about 16%, passing the limit was not always enough; inconclusive = no clear call, values can overlap the other calls; note: strong numbers were not always called active
CASP6 VEID inh = caspase-6 (human) enzyme inhibition | P55212 | purified caspase-6, Z-VEID-R110 cleavage fluorescence | inhibition, % at 12.5 µM | 350,000 compounds, 0.53% hits;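 active = mean inhibition across replicates at least about 35%, with every replicate also reaching that limit, limit read from the data; inconclusive = only one of the two criteria met; inactive = neither criterion met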;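 note: 0% = median of neutral control wells and 100% = no fluorescence left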
Target sequence (P55212 24-179 limits assumed): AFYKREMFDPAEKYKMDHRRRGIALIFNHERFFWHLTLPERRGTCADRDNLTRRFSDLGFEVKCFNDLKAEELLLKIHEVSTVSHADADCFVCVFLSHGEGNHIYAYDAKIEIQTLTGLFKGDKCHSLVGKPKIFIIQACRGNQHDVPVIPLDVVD
Target sequence (P55212 194-293 limits assumed): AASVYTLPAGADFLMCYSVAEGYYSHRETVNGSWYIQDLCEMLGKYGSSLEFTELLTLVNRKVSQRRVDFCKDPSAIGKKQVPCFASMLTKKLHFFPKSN
The depositor's hits bear a star; ? = inconclusive; . = no result given.

Sequence of screens – RAD52 inh, ARNT TACC3 PPI, RAD54 inh, PglD inh, CASP6 VEID inh, esBAF inh, ERp5 inh, E-selectin induc
> COc1ccc(Cl)cc1N1CC(C(=O)Nc2nccs2)CC1=O (centres undefined)
→ ., -3.0, 3.1, -7.7, ., -1.1, ., .
> O=C(C1CCOCC1)N1CC2(C1)[C@@H](c1ccccc1)[C@H](CO)N2Cc1ccccc1F
→ 7.7, ., ., ., 0.8, ., -2.5, 0.0
> O=C(c1cc2c(s1)-c1ccccc1S(=O)(=O)C2)N1CCCC1
→ -20.5, 0.3, ., ., -2.9, ., -0.8, 0.2
> Cc1nc(C)c(-c2ccc(SCc3cccc(F)c3)nn2)s1
→ -29.0, -3.7, -0.6, -0.6, 5.3, 21.6, -2.6, .
> CCOc1ccc(/C=C/C(=O)C(C(N)=O)=C2SCCS2)cc1
→ 0.5, -4.3, ., ., -3.5, ., 5.2, .
> Cc1ccc(N(CC(=O)NCc2ccccc2)C(=O)c2csnn2)c(C)c1
→ -5.6, -9.8, 6.9, 1.3, -0.5, 4.1, 2.8, .
> COc1ccc(NC(=S)NNC(=O)CCn2cc([N+](=O)[O-])cn2)cc1
→ -6.7, -5.2, ., ., -1.4, ., 0.1, .
> COCCNC(=O)C1CCN(Cc2cccc(OCc3ccccc3)c2)CC1
→ -8.0, 3.6, -0.5, 1.4, -0.1, -3.0, 1.6, -0.1
> c1ccc2c(c1)oc1c(NCCCN3CCOCC3)ncnc12
→ ., -2.5, 16.6, -1.0, ., 18.0, ., .
> CCCC(O)C#Cc1cnc2c(c1)C(=O)N([C@H](C)CO)C[C@H](C)[C@H](CN(C)S(=O)(=O)c1ccc(C#N)cc1)O2 (some centres undefined)
→ 20.3, 2.0, 5.1, 2.4, -0.4, 4.1, -8.0, 0.0
> Cc1noc(C)c1S(=O)(=O)N(C)C[C@H]1Oc2ccc(NS(=O)(=O)c3cccs3)cc2CC(=O)N([C@H](C)CO)C[C@@H]1C
→ -4.6, 7.2, -2.3, 3.1, ., -0.6, 4.5, -0.4
> Cc1ccc(-n2ncc3c2CC(C)(C)CC3NC(=O)c2cc[n+]([O-])cc2)cc1 (centres undefined)
→ -11.1, -4.0, -7.0, -5.8, -1.0, ., -1.9, -0.2
> O=C(C[C@H]1C[C@@H]2c3cc(NS(=O)(=O)c4ccc(F)cc4)ccc3O[C@@H]2[C@H](CO)O1)NCc1ccncc1
→ 0.8, -0.4, 15.8, 0.7, 1.2, -1.0, 10.1, -0.2
> CCS(=O)(=O)Nc1ccc2c(c1)C(=O)N(C)[C@@H]1CC[C@@H](CC(=O)NCCCN3CCOCC3)O[C@H]1CO2
→ -9.9, -4.3, -1.0, 3.6, -6.1, 1.1, 4.8, 0.5
> CCOC(=O)c1c(NC(=S)N2CCN(C)CC2)sc2c1CCN(C(=O)OCC)C2
→ -23.4, 8.4, 3.5, 7.8, 5.9, ., 22.0, 0.1
> O=C(O)/C=C/C(=O)Nc1ccc(OC(F)F)cc1
→ -4.8, -5.1, -6.1, -4.5, -0.6, -6.7, 3.5, 2.2
> C[C@@H]1CN([C@@H](C)CO)C(=O)c2cc(NS(=O)(=O)c3ccccc3)ccc2O[C@H]1CN(C)Cc1ccc(C(=O)Nc2ccccc2N)cc1
→ 24.7, ., ., ., -0.8, ., 0.3, 0.0
> CS(=O)(=O)NCCOc1ccc(S(=O)(=O)NCCOc2ccccc2)cc1
→ -8.0, -7.7, ., ., 0.0, ., -4.5, .
> O=C(N/N=C/c1cn(-c2ccccc2)nc1-c1cccnc1)c1cccnc1
→ -7.4, -3.3, ., ., -0.8, ., 1.7, 2.4
> CCOc1ccc(NC(=S)Nc2ccccc2C2(C)CC2)cc1
→ -26.0, -3.7, ., ., -1.2, ., 3.7, 3.6
> O=C(Nc1ccc(C(=O)N2CCOCC2)cc1)c1cccs1
→ ., -54.6, 1.4, 4.9, ., -3.6, ., .
> COc1cc(NC(=O)CCc2nnc3ccc(N4CCC(C)CC4)nn23)cc(OC)c1
→ -7.7, -3.5, 13.1, 2.8, 4.4, -4.7, 1.1, .
> CCOC(=O)C1CCN(C(c2cc3cc(C)cc(C)c3[nH]c2=O)c2nnnn2C2CCCCC2)CC1 (centres undefined)
→ ., 0.4, 1.4, -0.1, ., 2.7, ., .
> CO[C@H]1CN(C)C(=O)c2ccc(NC(=O)Nc3cccc(Cl)c3)cc2OC[C@@H](C)N(C(=O)Nc2c(C)noc2C)C[C@@H]1C
→ -6.9, 3.0, -5.8, -2.0, -1.1, 5.5, -0.4, 0.2
> CCCN1[C@H](C(=O)NCC2CC2)[C@@H](CO)[C@@H]2Cn3c(ccc(/C=C/c4ccccc4)c3=O)[C@@H]21
→ -60.9, -11.3, 3.2, 0.3, 0.5, -0.2, -3.3, -0.3
> Cc1ccc(C)c(C(=O)OCC(=O)Nc2cccc(S(=O)(=O)NC3=NCCCCC3)c2)c1
→ -24.4, -2.7, -7.2, 6.2, -1.3, ., -6.7, -0.3
> O=C(Cc1ccccn1)N1CC(=O)N2[C@H](CO)[C@@H](c3ccc(C#CC4CC4)cc3)[C@H]2C1
→ -35.3, ., ., ., -3.3, ., 1.0, -0.4
> COc1ccc(-c2csc3ncn(Cc4ccccc4)c(=O)c23)cc1
→ -83.0, -2.1, -5.8, -2.8, -4.1, 0.6, 1.3, .
> COc1cc(SC)ccc1C(=O)NNC(=O)C1COc2ccccc2O1 (centres undefined)
→ -6.0, -2.3, -6.8, 2.7, 0.8, -4.2, -9.4, -0.1
> O=C(NCCCN1CCOCC1)C(=O)NCC1OCCN1S(=O)(=O)c1ccc(Br)cc1 (centres undefined)
→ -6.0, -0.5, 0.4, -0.3, -32.7, -4.1, 1.6, .
> Cc1cc(C)nc(SC2CC(=O)N(c3ccc(C)c(C)c3)C2=O)n1 (centres undefined)
→ -9.9, -3.3, 5.5, -11.8, -1.1, -7.6, 1.0, 0.5
> C[C@@H]1CCCCO[C@H](CN(C)S(=O)(=O)c2ccc(F)cc2)[C@@H](C)CN([C@@H](C)CO)C(=O)c2cc(NS(=O)(=O)c3cccs3)ccc2O1
→ -71.8, 14.0, -2.4, -0.2, 0.8, 6.0, -6.8, 1.1
> O=C(CN1CCC(NC(=O)Cc2ccccc2)CC1)Nc1cccc2ccccc12
→ -11.4, -6.2, 12.6, 7.7, 0.7, -6.8, 0.7, .
> N#CC(C#N)=Cc1cc2ccccc2nc1N1CCCCC1
→ -53.6, -10.5, ., ., -4.3, ., 0.2, 5.9
> O=C(Oc1cccnc1)c1ccc([N+](=O)[O-])cc1
→ -10.9, -6.7, ., ., ., ., 2.5, -0.1
> CCOC(=O)N1CCN(S(=O)(=O)c2ccc(C(=O)N(CCCN(C)C)c3nc4c(C)c(C)ccc4s3)cc2)CC1
→ 32.9, 19.8, 17.3, -3.8, -6.3, -1.8, 12.0, 0.8
> O=C(NCc1cccc(Br)c1)C1CC2Cn3c(nc4ccccc43)C2N1Cc1ccccc1 (centres undefined)
→ -69.6, -2.9, 4.7, -5.8, 0.3, 7.9, 0.1, 1.0
> CS(=O)(=O)N1CC(=O)N2[C@@H](CO)[C@H](c3ccc(C#CCc4ccccc4)cc3)[C@@H]2C1
→ 0.3, ., ., ., 2.0, ., -2.8, 6.0
> CC(C)CC1Nc2ncnc(N3CCCCC3)c2N(Cc2ccc(Br)cc2)C1=O (centres undefined)
→ -34.3, 1.8, -12.5, 4.1, -1.3, 1.0, -5.8, 0.2
> C[C@H](CO)N1C[C@H](C)[C@H](CN(C)C(=O)Nc2ccc3c(c2)OCO3)Oc2ccc(NC(=O)CCN3CCOCC3)cc2CC1=O
→ 6.3, 18.6, 2.8, -1.2, 1.6, 3.4, 0.8, 23.2
> CN1CCN(CCCNC(=O)c2ccc(/C=C3\Oc4ccccc4N(Cc4ccccc4F)C3=O)cc2)CC1
→ 95.8*, -6.6, 30.5, -6.9, -222.6, -10.2, -5.5, 0.9
> Cc1ccccc1CNC(=O)CCn1nc(C)c2c(C)n(-c3ccccc3)nc2c1=O
→ -4.2, 7.1, 4.2, -2.9, 2.9, 0.2, -9.4, .
> COc1ccccc1-c1ccc2c(c1)O[C@H](CN(C)CC1CCOCC1)[C@H](C)CN([C@H](C)CO)S2(=O)=O
→ 14.5, 20.3, 2.1, 0.4, 1.1, -9.5, -1.4, -0.1
> COc1ccc2c(c1)nc(SCC(=O)c1cccs1)n2C
→ -22.3, -2.7, 7.3, 2.4, -2.1, ?, -3.3, .
> C[C@@H]1CN([C@H](C)CO)C(=O)c2cc(NC(=O)Cc3ccccc3)ccc2O[C@@H](C)CCCCO[C@@H]1CN(C)S(=O)(=O)c1ccc(F)cc1
→ ., 3.5, 1.2, 1.2, ., 6.0, ., -0.1
> Cc1c(C(=O)N2CCc3ccccc3C2)oc2ccc(Br)cc12
→ -49.2, -3.9, -13.7, -2.8, -87.2, 9.9, -3.3, .
> CCOC(=O)CN(C(=O)c1ccccc1[N+](=O)[O-])C(C)(C)C
→ -5.8, -7.1, ., ., 2.5, ., -0.8, .
> COc1ccc(CNC(=O)COC(=O)c2ccc(C)c(S(=O)(=O)N3CCOCC3)c2)cc1OC
→ -35.0, -0.3, -6.8, 1.9, 6.6, 6.8, 1.3, 0.1
> CCCOc1ccc2nc(C)c(CCC)c(SC(=N)N)c2c1
→ -16.2, -14.2, ., ., 0.6, ., -6.2, 0.6
> O=C(C[C@H]1CC[C@H](NC(=O)Nc2ccccc2F)[C@H](CO)O1)NCc1ccc(Cl)cc1
→ -8.1, 4.8, 4.8, 1.3, -3.6, 1.3, 0.3, 0.1
> C=CCC1C=CCC(CC=C)N1C(=O)c1ccccc1[N+](=O)[O-] (centres undefined)
→ ., 0.3, 18.5, -7.3, ., 4.8, ., .
> CC1(C)C(CO)=CC(=O)C2=C1SCC(=O)N2
→ -22.1, ., 1.2, 3.2, -2.1, -0.7, -1.9, 0.0
> COc1ccc(NS(=O)(=O)c2ccc(N3CCCC3=O)cc2)cn1
→ -4.7, -4.5, ., ., -2.0, ., 2.5, .
> O=C1C=C(c2ccc(Cl)c(C(F)(F)F)c2)C[C@@H](c2ccc3c(c2)OCO3)C1
→ 17.2, ., -1.1, 0.2, -0.9, -8.6, 2.6, .
> Cc1cc2c(NC3CCCCC3)ncnc2s1
→ -2.5, -4.9, -0.1, 1.5, 0.8, -14.3, 3.3, .
> Cc1c(NC(=O)C(C)Oc2ncnc3ccccc23)c(=O)n(-c2ccccc2)n1C (centres undefined)
→ ., 13.5, -4.4, -4.5, ., -4.2, ., .
> CC(C)N(Cc1nc(-c2ccccc2)no1)C(=O)CCCN1C(=O)c2ccccc2C1=O
→ ., -0.6, -9.6, -2.8, ., 0.4, ., .
> Cc1ccccc1S(=O)(=O)NCC[C@@H]1CC[C@@H](NS(=O)(=O)c2ccccc2C)[C@@H](CO)O1
→ -0.5, 3.5, -0.6, -15.5, -1.7, 2.9, 0.0, 1.8
> Cc1ccc(OCC(=O)Nc2ccc(N3CCOCC3)cc2)c([N+](=O)[O-])n1
→ -2.4, 0.9, -8.2, -1.3, -0.8, 6.2, 1.6, 3.2
> CCOc1ccc(S(=O)(=O)NCc2cccnc2)cc1
→ -8.3, 2.3, -1.9, -0.5, -1.6, 6.4, 1.2, -0.2
> O=C(O)c1ccccc1C(=O)Nc1ccc(-n2ccc(C(F)(F)F)n2)cc1
→ -6.7, -0.6, ., ., -1.3, ., 1.9, 0.0
> CCN1CCN(c2ccc(Cl)cc2NC(=O)c2ccc(-n3nc(C)cc3C)cc2)CC1
→ 11.3, 28.7, 8.0, -1.0, -13.6, -9.0, 5.2, .

Screening results from PubChem.

Hits appear at their usual frequency; 3.2% or so of the library scored in one or more.
